Screening results deposited in PubChem by several laboratories.
GSK3beta inhib: human GSK3beta kinase inhibition. GST-GSK3beta kinase, ADP-Glo luminescence, 60 min; stronger effect = lower value. activity score (negative = inhibition), % at 10 µM. actives 0.038% (n = 300,000). AID 2097. P49841;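 active = more than half of replicate wells score below -50%, meaning over 50% inhibition versus plate controls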;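 also: 0% = median DMSO wells and -100% = median GW8510 positive control wells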
Target sequence (P49841 whole entry, looked up): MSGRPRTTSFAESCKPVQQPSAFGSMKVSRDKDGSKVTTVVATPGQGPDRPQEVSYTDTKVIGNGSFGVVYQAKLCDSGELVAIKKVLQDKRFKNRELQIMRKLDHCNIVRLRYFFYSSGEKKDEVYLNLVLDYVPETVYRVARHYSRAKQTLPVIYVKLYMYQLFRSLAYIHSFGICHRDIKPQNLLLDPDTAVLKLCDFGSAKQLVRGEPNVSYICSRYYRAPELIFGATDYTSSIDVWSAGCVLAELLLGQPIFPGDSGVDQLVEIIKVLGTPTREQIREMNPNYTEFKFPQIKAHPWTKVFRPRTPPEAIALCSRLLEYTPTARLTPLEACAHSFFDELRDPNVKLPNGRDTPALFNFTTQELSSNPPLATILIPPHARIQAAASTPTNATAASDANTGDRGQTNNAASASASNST
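Assay system: GST-tagged human GSK3beta kinase, cell-free; Input: 1.6 ng GSK3beta; Medium: Tris/MgCl2 kinase buffer; Timing: 60 min enzyme reaction, room temperature; Signal: ADP-Glo luminescence quantifying ADP generated by kinase; Evaluation: score relative to plate controls; Benchmarks: DMSO neutral wells and GW8510 at 20 µM as positive.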
KCNK3 inh: human KCNK3 channel inhibition, primary screen; O14649; CHO-KCNK3 thallium flux, FluxOR fluorescence; stronger effect = lower value; B-score at 10 µM; actives 0.84% (n = 340,000);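 active = B-score under library mean minus 4 SD, starting fluorescence ratio at most library mean plus 5 SD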;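 also: more negative B-score means stronger inhibition of thallium flux through KCNK3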
Target sequence (O14649 whole entry, looked up): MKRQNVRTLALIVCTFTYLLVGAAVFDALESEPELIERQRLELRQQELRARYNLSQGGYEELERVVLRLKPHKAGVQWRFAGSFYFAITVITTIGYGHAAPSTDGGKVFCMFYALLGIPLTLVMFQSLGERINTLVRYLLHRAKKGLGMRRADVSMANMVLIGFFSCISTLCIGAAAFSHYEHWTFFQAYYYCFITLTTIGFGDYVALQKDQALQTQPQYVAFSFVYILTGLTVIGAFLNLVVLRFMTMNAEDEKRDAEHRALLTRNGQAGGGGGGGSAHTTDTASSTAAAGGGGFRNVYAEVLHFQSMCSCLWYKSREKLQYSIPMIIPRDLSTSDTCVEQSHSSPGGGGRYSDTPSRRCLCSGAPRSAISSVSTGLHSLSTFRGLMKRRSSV
RGS4 inh: human RGS4 inhibition. B-score at 10 µM. HEK293 M3R/RGS4 inducible, Fluo-4 calcium flux; stronger effect = higher value; triggered by carbachol at its EC20. actives 0.45% (n = 310,000);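 active = B-score, a plate-corrected calcium signal, over three deviations above library mean, with baseline fluorescence within five deviations of library mean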;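 also: RGS4 expression induced by doxycycline in cells with stable M3 receptor; B-score is computed from the integrated fluorescence ratio over baseline after carbachol; higher B-score means a larger calcium signal and so more RGS4 inhibition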
Target sequence (P49798 whole entry, looked up): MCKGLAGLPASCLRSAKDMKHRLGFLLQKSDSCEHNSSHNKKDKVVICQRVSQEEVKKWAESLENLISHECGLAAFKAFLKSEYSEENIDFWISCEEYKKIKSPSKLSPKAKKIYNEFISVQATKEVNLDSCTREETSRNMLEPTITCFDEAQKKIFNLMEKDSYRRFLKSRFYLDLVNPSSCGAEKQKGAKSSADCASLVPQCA
PolyA inhibitor: yeast polyadenylation inhibition | S. cerevisiae SKY197-pL101 polyadenylation reporter, beta-gal luminescence; efflux-impaired pdr1/pdr3 knockout yeast; score 100 = 6 SD above DMSO | calls only at 12 µM | actives 0.02% (n = 300,000) | AID 1875;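 active = lowest replicate activity score at least 50, where 100 means six control SD above control mean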;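 also: yeast exposed to compound for 9 h at 30 °C; higher score means more reporter readthrough which indicates perturbed polyadenylation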
KCNQ1 block: human KCNQ1 channel inhibition | actives 1.3% (n = 310,000) | B-score at 10 µM | P51787 | CHO-K1 KCNQ1, FluxOR thallium flux fluorescence; stronger effect = higher value;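 active = compounds whose thallium flux B-score, printed positive for inhibition, exceeds three library SD while starting fluorescence stays within three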;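 also: channel opened by potassium depolarization with thallium stimulus after 20 min compound exposure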
RGS4 pot: RGS4 potentiation or activation | AID 463111 | B-score at 10 µM | actives 0.92% (n = 310,000) | HEK293 M3R/inducible RGS4, carbachol calcium flux Fluo4; stronger effect = lower value;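 active = B-score of the integrated calcium signal more than 4 SD below the library mean, with starting fluorescence not abnormally high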;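 also: negative B-score means reduced calcium response which marks RGS4 activation or potentiation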
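Test system: HEK293 cells with stable M3R and inducible RGS4; also added: carbachol at ECmax as muscarinic agonist stimulus; schedule: dye loading 30 min 37 °C, buffer rest 30 min RT; technique: kinetic calcium fluorescence imaging with Fluo4-AM dye, 2 µM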
KCNK9 block: blocks the human KCNK9 two-pore domain potassium channel; Q9NPC2; HEK293 KCNK9, FluxOR thallium flux fluorescence; stronger effect = lower value; B-score at 10 µM; actives 1.2% (n = 310,000); AID 488922;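 active = ratio B-score over 3 SD below the library mean, with starting fluorescence within 5 SD of its mean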;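 also: negative B-score means less thallium flux so channel inhibition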
KCNQ1 pot: human KCNQ1 channel potentiation or activation. actives 0.35% (n = 310,000). B-score at 10 µM. P51787. CHO-K1 KCNQ1, thallium flux FluxOR fluorescence; stronger effect = higher value;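 active = fluorescence ratio B-score, a plate-corrected score, at least three library SD, with initial intensity B-score within 5 SD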
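Test system: CHO-K1 cells stably expressing KCNQ1 / Medium: assay buffer / Also added: depolarizing K+/Tl+ stimulus, K2SO4 and Tl2SO4 each 12.5 mM in 5x stock / Incubation: 90 min dye loading and 20 min compound exposure, both at room temperature / Signal: thallium influx via FluxOR fluorescence, kinetic imaging / Evaluation: B score of baseline-normalized fluorescence ratio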
DYRK1A inh: inhibitors of rat Dyrk1A kinase | AID 504441 | inhibition, % at 12.5 µM | ADP-Glo luminescence, NFATc1 peptide | actives 0.43% (n = 310,000); in the data active = inhibition above about 50%;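 also: plate controls were vehicle with enzyme for no effect and no enzyme for full effect; many of its hits are not listed in these tables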
hERG rescue: hERG (human) protection from proarrhythmic block; activation (rescue from dofetilide block), less the hit threshold, % at 10 µM; actives 0.51% (n = 310,000); CHO-hERG, FluxOR thallium flux, dofetilide IC70 present;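 active = activation above the mean of controls blocked by dofetilide plus 5 SD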;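 also: thallium influx through hERG after potassium depolarization seen as dye fluorescence rise; in these data hits start at about 4.7%; inactives centre near -7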
GSK3 alpha inh: human GSK-3 alpha kinase inhibition; inhibition, % at 10 µM; actives 0.1% (n = 320,000); ADP-Glo luminescence, 60 min;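 in the data active = inhibition above about 50%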;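 also: GST-tagged GSK-3 alpha with peptide substrate and 25 µM ATP; 0% = DMSO neutral wells and 100% = GW8510 positive control wells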
Active calls of the source: *; i = inactive; . = no result given. Some of the compounds tested, so the mix of outcomes need not match the whole.

No.	Structure	GSK3beta inhib	KCNK3 inh	RGS4 inh	PolyA inhibitor	KCNQ1 block	RGS4 pot	KCNK9 block	KCNQ1 pot	DYRK1A inh	hERG rescue	GSK3 alpha inh
1	O=C(CSc1nc(-c2ccccc2Cl)ns1)NCc1ccc2c(c1)OCO2	4	i	i	i	i	i	i	i	9	-3	0
2	COc1ccccc1CN(C)C(=O)C1(c2ccc(Cl)cc2)CC1	3	i	i	i	i	i	i	i	2	-7	-6
3	O=C1C(=O)N(Cc2cccc([N+](=O)[O-])c2)c2ccccc21	-1	i	i	i	i	i	i	i	-1	-9	3
4	O=C(Nc1ccc2c(c1)oc1ccccc12)C1CC1	0	i	i	i	i	i	i	i	-1	-9	0
5	CN(Cc1cccnc1)C(=O)CC1C(=O)NCCN1Cc1ccc(-c2ccccc2)cc1 (configuration not stated)	0	i	i	i	i	i	i	i	3	-10	-2
6	CCCc1nc(SCC(=O)N2CCCC2)c2ccccc2n1	-1	i	i	i	i	i	i	i	2	-13	-1
7	CCCc1cc(C(=O)NC2CCCN(Cc3ccccc3F)C2)no1 (configuration not stated)	1	i	i	i	i	i	i	i	4	-8	0
8	COc1ccc(S(=O)(=O)N2CCN(c3ccc(F)cc3)CC2)cc1C(=O)N1CCCC1	2	i	i	i	i	i	i	i	1	-8	3
9	COc1ccc(-n2nnnc2SCC(=O)NCc2cccs2)cc1	0	i	i	i	i	i	i	i	-4	-11	4
10	COc1ccccc1NS(=O)(=O)c1cccc(C(=O)N2CC(C)OC(C)C2)c1 (configuration not stated)	0	i	i	i	i	i	i	i	9	-16	-2
11	O=C(NCc1ccc(-c2nc3ccccc3s2)cc1)c1cc2ccccc2o1	-1	i	i	i	i	i	i	i	-6	-7	-1
12	COc1ccccc1/C=N/NC(=O)CSc1cc(C)nc2ccccc12	2	i	i	.	i	i	i	i	6	-11	-2
13	Fc1cc(NC(=S)NCc2ccc(CNC(=S)Nc3ccc(Cl)c(F)c3)cc2)ccc1Cl	4	i	i	i	i	i	i	i	-6	-6	-3
14	COc1ccc(CNc2nc3ccccc3n2CCN2CCCCC2)c(OC)c1	1	i	i	i	i	i	i	i	5	-7	1
15	Cc1ccc(CNC(=O)/C=C/C(=O)O)cc1	1	i	i	i	i	i	i	i	1	-13	-2
16	COC(=O)c1cc(S(=O)(=O)N2CCN(c3cccc(C)c3)C(C)C2)c[nH]1 (configuration not stated)	24	i	i	i	i	i	i	i	.	-5	3
17	Cc1ccc(C(C)C)c(Oc2nnnn2-c2ccccc2)c1	-3	i	i	i	i	i	i	i	.	-2	-4
18	CC(C)CNC(=O)COCc1cc(-c2ccc3c(c2)OCO3)on1	1	i	i	i	i	i	i	i	10	-3	-1
19	COc1ccc(OC)c(S(=O)(=O)N2c3cc(F)ccc3CCC2C)c1 (configuration not stated)	1	i	i	i	i	i	i	i	4	-7	2
20	CCN(CC)C(=O)CSc1n[nH]c(=O)n1CCc1ccccc1	0	i	i	i	i	i	i	i	0	-8	-3
21	Cc1sc2nc(COC(=O)c3ccc(N4CCCC4)c([N+](=O)[O-])c3)[nH]c(=O)c2c1C	1	i	i	i	i	i	i	i	5	-8	-41
22	CCCCOc1ccc(C(=O)NCC(=O)NC(C)CCc2ccccc2)cc1 (configuration not stated)	1	i	i	i	i	i	i	i	6	-2	.
23	O=C(COC(=O)Cc1cccs1)Nc1cccc(S(=O)(=O)N2CCOCC2)c1	-2	i	i	i	i	i	i	i	6	-13	-1
24	COc1ccc(-c2csc3nc(C)nc(N4CCN(C(C)=O)CC4)c23)cc1OC	2	i	i	i	i	i	i	i	-3	1	-5
25	O=C(O)CSC(=S)N1CCCC1	0	i	i	i	i	i	i	i	-6	-4	-4
26	COc1ccc(C2Nc3ccccc3C(=O)N2O)cc1CN1CCOCC1 (configuration not stated)	0	i	i	i	i	i	i	i	-1	-3	-2
27	CC(=O)C1=C(C)NC(SCc2cccc3ccccc23)=C(C#N)C1c1ccco1 (configuration not stated)	0	i	i	i	i	i	i	i	-5	-15	-1
28	O=C(NCc1ccccn1)c1c(O)c2c([nH]c1=O)CCCC2	2	i	i	i	i	i	i	i	8	-1	0
29	Cc1cccc(NC(=O)c2ccc3ccccc3n2)c1C	1	i	i	i	i	i	i	i	-5	-3	1
30	O=C(NC1CCCCC1)c1ccc(S(=O)(=O)N2CCOCC2)cc1	5	i	i	i	i	i	i	i	-2	-4	1
31	CC(C)[C@@H](CSc1ccccc1)N1CCN(Cc2ccccc2)CCC1=O	0	i	i	i	i	i	i	i	3	-4	-1
32	CC(C)CCNC(=O)CCNS(=O)(=O)c1ccc(Cl)cc1	2	i	i	i	i	i	i	i	7	-10	0
33	COc1ccc(/C=N/N(C)c2cc(=O)n(C)c(=O)[nH]2)cc1OC	-1	i	i	i	i	i	i	i	-5	-5	6
34	Cc1ccc(SCC(=O)OCC(=O)NCCC2=CCCCC2)cc1	-3	i	i	i	i	i	i	i	0	-10	-3
35	O=Nc1c(O)[nH]c2ccc(F)cc12	-3	i	i	i	i	i	i	i	17	-9	2
36	O=C(Nc1nnc(S(=O)(=O)N2CCCCCC2)s1)c1ccccc1F	0	i	i	i	i	i	i	i	-6	-4	-2
37	Cc1c(Cl)cccc1NC(=O)CC(C(=O)O)C1CCCO1 (configuration not stated)	1	i	i	i	i	i	i	i	0	-6	-2
38	Cc1cc(C)n(C(=O)CNC(=O)c2cccs2)n1	-1	i	i	i	i	i	i	i	-6	-3	2
39	O=C(Nc1ccc(NC(=O)C2CC2)nc1)c1ccco1	0	i	i	i	i	i	i	i	1	-5	-3
40	O=C(COc1cc(Cl)c(Cl)cc1Cl)NC(=O)NC1CCCC1	-3	i	i	i	i	i	i	i	-1	-1	-1
41	CS(=O)(=O)N(CC(=O)N1CCOCC1)c1cccc([N+](=O)[O-])c1	2	i	i	i	i	i	i	i	-2	-19	-1
42	COc1cc(OC)c2c3c(c(C4CCCCC4)nc2c1)CCC3	2	i	i	i	i	i	i	i	5	-7	0
43	COc1ccc(N2CCN(S(=O)(=O)CCNC(=O)COc3cccc(OC)c3)CC2)cc1	0	i	i	i	i	i	i	i	-1	-4	0
44	NS(=O)(=O)c1cnccc1Nc1cccc(F)c1	-16	i	i	i	i	i	i	i	.	-7	-2
45	COc1cccc(CNn2c(-c3cccc(C)c3)nc3ccccc3c2=O)c1	2	i	i	i	i	i	i	i	1	-4	-1

Look-ups from the results shown.
Entry of entry 37 under hERG rescue: -6
Entry of entry 36 under GSK3beta inhib: 0
Entry of entry 45 under hERG rescue: -4

Continued.
No.	Structure	GSK3beta inhib	KCNK3 inh	RGS4 inh	PolyA inhibitor	KCNQ1 block	RGS4 pot	KCNK9 block	KCNQ1 pot	DYRK1A inh	hERG rescue	GSK3 alpha inh
46	CCC1CN(C(=O)N2CCC(C(=O)NCc3ccco3)CC2)c2ccccc2O1 (configuration not stated)	3	i	i	i	i	i	i	i	-7	-15	0
47	CCOC(=O)c1cc(-c2ccccc2)n(Cc2cc(CC)no2)n1	-1	i	i	i	i	i	i	i	6	2	0
48	COc1cc(C(=O)NCCSc2ccccc2)cc(OC)c1OC	-2	i	i	i	i	i	i	i	2	-8	0
49	Cc1cccc(-c2n[nH]c(=S)n2/N=C/c2ccc(C)o2)c1	0	i	i	i	i	i	i	i	-1	-9	-2
50	C=CCN1CCN(C(=O)c2ccc(-c3ccccc3)cc2)CC1	2	i	i	i	i	i	i	i	0	-9	-2
51	CC(=O)N1CCN(C2=Nc3cccc4cccc2c34)CC1	0	i	i	i	i	i	i	i	12	-5	-2
52	N#CC1=C(N)OC2=C(C(=O)CCC2)C12CCN(C(=O)OCc1ccccc1)CC2	1	i	i	i	i	i	i	i	8	-8	9
53	Cc1cc(C)c(C)c(S(=O)(=O)Nc2cccnc2)c1C	-1	i	i	i	i	i	i	i	6	-11	-2
54	CCOCCCN(C(=O)CCC(=O)Nc1cc(C)on1)C(C(=O)NC(C)(C)C)c1ccccc1Cl (configuration not stated)	2	i	i	i	i	i	i	i	2	0	2
55	O=C(O)CCCCCN1C(=O)C(O)=C(C(=O)/C=C/c2ccccc2)C1c1cccc([N+](=O)[O-])c1 (configuration not stated)	5	i	i	i	i	i	i	i	0	-2	-2
56	Cc1ccc(C(=O)N/N=C\c2cc3c(cc2Br)OCO3)cn1	3	i	i	i	i	i	i	i	3	-7	-3
57	O=C(O)c1cccc(N=C2NC(=O)C(CO)(CO)S2)c1	0	i	i	i	i	i	i	i	-3	-3	-1
58	CS(=O)(=O)c1ccc(Cl)c(NC(=O)c2ccc3ccccc3c2)c1	-3	i	i	i	i	i	i	i	0	-9	-2
59	CCCc1cc(C(N)=O)c(NC(=O)C2CCCO2)s1 (configuration not stated)	-9	i	i	i	i	i	i	i	-3	-10	-1
60	CC(C)Cn1c(=O)[nH]c2ccccc21	-1	i	i	i	i	i	i	i	1	-3	.
61	CC1(C(=O)NC2CCCC2)CCC(=O)N1Cc1ccccc1Cl (configuration not stated)	1	i	i	i	i	i	i	i	2	-10	-1
62	O=C(NN1CCOCC1)c1cnn2c(C(F)F)cc(-c3ccccc3)nc12	0	i	i	i	i	i	i	i	-5	-9	-1

Entries of single compounds, quoted from the list. Values in the order: GSK3beta inhib	KCNK3 inh	RGS4 inh	PolyA inhibitor	KCNQ1 block	RGS4 pot	KCNK9 block	KCNQ1 pot	DYRK1A inh	hERG rescue	GSK3 alpha inh
Listed for CCCc1cc(C(N)=O)c(NC(=O)C2CCCO2)s1 (configuration not stated) = -9	i	i	i	i	i	i	i	-3	-10	-1
Listed for CCC1CN(C(=O)N2CCC(C(=O)NCc3ccco3)CC2)c2ccccc2O1 (configuration not stated) = 3	i	i	i	i	i	i	i	-7	-15	0

Fetched one by one from the list above (2):
No.	Structure	GSK3beta inhib	KCNK3 inh	RGS4 inh	PolyA inhibitor	KCNQ1 block	RGS4 pot	KCNK9 block	KCNQ1 pot	DYRK1A inh	hERG rescue	GSK3 alpha inh
46	CCC1CN(C(=O)N2CCC(C(=O)NCc3ccco3)CC2)c2ccccc2O1 (configuration not stated)	3	i	i	i	i	i	i	i	-7	-15	0
14	COc1ccc(CNc2nc3ccccc3n2CCN2CCCCC2)c(OC)c1	1	i	i	i	i	i	i	i	5	-7	1
